LDHA block: LDHA (human) enzyme inhibition. P00338. purified LDHA, NADH/diaphorase-resazurin fluorescence; stronger effect = lower value. activity change, % (values are at about 110 or 230 µM). 480,000 tested, 0.15% active. AID 1347041; in the data active = activity change below about -30%; inconclusive = mostly about -25% to -30%;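 note: plate controls were DMSO wells for no effect and wells without enzyme for full effect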
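Human LDH5 at 2 nM final in Tris HCl pH 7.4 with 0.06 mM NADH and 0.2 mM pyruvate, reacted 5 minutes at room temperature. Remaining NADH coupled via diaphorase/resazurin; resorufin fluorescence read at 0 and 20 minutes, normalized to enzyme-free and DMSO wells.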
12-LOX inh: inhibitors of human 12S-lipoxygenase ALOX12; purified 12hLO, xylenol orange hydroperoxide absorbance; Potency, µM (top dose mostly 108 µM), without a hit: top-dose activity change, negative = inhibition, hits mostly inhibitors; 580,000 tested, 1.1% active; AID 1671190; active = well fitted inhibition curve with a large enough effect; inconclusive = small, poorly fitted or top-dose-only effect, or another doubt; inactive = no such curve, though single readings can be large or run the other way; note: potency is the fitted concentration of half-maximal effect
Target sequence (P18054 whole entry, looked up): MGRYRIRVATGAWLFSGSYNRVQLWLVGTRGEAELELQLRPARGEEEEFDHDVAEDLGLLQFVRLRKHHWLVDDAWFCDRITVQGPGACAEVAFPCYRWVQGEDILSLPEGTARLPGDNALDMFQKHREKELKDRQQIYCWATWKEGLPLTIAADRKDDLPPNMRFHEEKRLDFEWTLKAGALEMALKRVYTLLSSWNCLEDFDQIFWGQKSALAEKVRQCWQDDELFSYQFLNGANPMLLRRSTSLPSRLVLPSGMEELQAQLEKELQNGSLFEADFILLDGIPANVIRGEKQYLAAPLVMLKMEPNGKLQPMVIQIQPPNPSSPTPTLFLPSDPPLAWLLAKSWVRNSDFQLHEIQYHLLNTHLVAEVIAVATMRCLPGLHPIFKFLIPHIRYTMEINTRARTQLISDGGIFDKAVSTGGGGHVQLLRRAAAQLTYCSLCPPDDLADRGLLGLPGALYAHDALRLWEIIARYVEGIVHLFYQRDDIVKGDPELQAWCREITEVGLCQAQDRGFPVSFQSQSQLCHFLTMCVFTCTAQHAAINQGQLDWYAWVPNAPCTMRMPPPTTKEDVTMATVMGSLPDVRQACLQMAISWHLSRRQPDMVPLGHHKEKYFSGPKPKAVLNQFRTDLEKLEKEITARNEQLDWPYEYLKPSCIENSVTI
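Purified human 12hLO (150 nM final) in 25 mM Hepes, 0.01% Triton X-100, pH 7.0 was preincubated 15 min at room temperature with compound. Then 40 uM arachidonic acid was added, 30 min. Hydroperoxide was read by Fe-XO absorbance ratio 573/405 nm.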
The depositor's hits bear a star; ? = inconclusive; [ ] = dose if it differs, or a comment. Unless noted, % is set by controls: 0 for no effect and ±100 for the full control effect. This is a subset; count on the stated rates, not on these rows.

SMILES	LDHA block	12-LOX inh
COC(=O)C(C)N1C(=O)S/C(=C/c2ccc(OC)cc2)C1=O (stereo unspecified)	3	-21%
COc1ccc(NC(=O)c2cc(-c3sc(NC(=O)c4ccccc4)nc3C)n(CCO)n2)cc1	-4	10%
CC(C)=CC(=O)Nc1ccccc1C(C)(C)C	6	12%
COc1ccccc1N(C)S(=O)(=O)c1ccc(C(=O)Nc2cccc(C)c2C)cc1	-5	-7%
COc1cc(NC(=O)c2nc3ccccc3nc2OC)cc(OC)c1OC	4	-7%
CC(c1ccc(F)c(F)c1)N(C)C(=O)c1cc2ccccc2[nH]1 (stereo unspecified)	-1	-10%
Cc1ccccc1-c1nc2cc(NC(=O)/C=C/c3ccco3)ccc2o1	1	25µM*
CC(OC(=O)c1ccc(NC(=O)CC#N)cc1)C(=O)Nc1ccc(N2CCOCC2)cc1 (stereo unspecified)	7	-29%
CC(C)NC(=O)Cn1ccc2c(Cl)cccc21	-12	-3%
CC(C)CNC(=O)COC(=O)c1cc(-c2ccco2)nc2ccccc12	6	?
Cc1cc(-n2c(C)cc(-c3csc(N)n3)c2C)no1	-1	?
CCOC(=O)[C@]12CCC=C1N(CCC1=CCCCC1)C(=O)[C@H](CC(=O)NCc1ccccc1)C2	1	-9%
COCCn1c(CCC(=O)Nc2ccc(C)cc2)nc2c1c(=O)[nH]c(=O)n2CC(C)C	2	6%
Cc1ccc(C)c(N2CCN(c3cc(C)nc4nc(-c5ccco5)nn34)CC2)c1	-1	?
O=C(O)Cc1ccc(F)c2ccccc12	2	3%
Cc1cccc2c(=O)c(-c3cccc4ccccc34)c(N)oc12	0	?
COc1cc(C2C(C#N)=C(N)N(c3c(F)cccc3F)C3=C2C(=O)CCC3)ccc1O (stereo unspecified)	3	?
COc1ccccc1CNc1nc2ccccc2nc1NS(=O)(=O)c1ccc(C)c(C)c1	14	5%
O=C(O)CCC(NC(=O)c1ccccc1)C(=O)O (stereo unspecified)	2	?
O=C(NS(=O)(=O)Cc1ccccc1)c1cccc(F)c1	6	?
Clc1ccccc1-n1nnnc1-c1ccccc1	-10	-6%
CCNC(=O)CN(CC)S(=O)(=O)c1cccc2cc(C)cnc12	1	10%
CC1CCC2(CC1)NC(=O)N(Cc1coc(-c3cccs3)n1)C2=O (stereo unspecified)	-10	5%
COc1ccccc1CN(C)C(=O)NCc1ccccc1S(=O)(=O)N1CCCCC1	-5	40%[activator]
Cc1ccc(C(=O)COC(=O)Cn2cnc3c2c(=O)n(C)c(=O)n3C)c(C)c1	18	4%
Fc1ccc(N=Cc2cccc(Oc3ccccc3)c2)c(F)c1F	-1	27%
Cc1ccc(CN2CCN(CC(=O)NC3CCC(C(C)(C)C)CC3)CC2)o1 (stereo unspecified)	4	-20%
O=C(/C=C/N1CCOCC1)C(F)(F)F	2	6%
CN(C)c1ccc(NC(=O)c2ccc3c(c2)NC(=O)CS3)cc1	0	-28%
CCC(=O)Oc1ccc2oc(-c3ccc(OC)cc3)cc(=O)c2c1	16	37%
CCOc1ccc(NC(=O)Nc2cc(C)c3nc(NC(C)=O)sc3c2)cc1	-7	?
Cc1ccc(C(NC(=O)C2CCCCC2)c2ccccc2)cc1 (stereo unspecified)	5	13%
O=C(CSc1nnnn1C1CCCC1)c1ccc2ccccc2c1	-17	-6%
Nc1nc(SCc2noc(-c3ccccc3)n2)n[nH]1	-2	-1%
Oc1c(Cl)cccc1C=Nc1cc(C(F)(F)F)ccc1Oc1ccc(Cl)cc1	6	?
CCCCn1nc(C(=O)N2CCCSc3ccccc32)c2ccccc2c1=O	12	12%
CC(C(=O)N1CCCCC1)N(C)CC(=O)Nc1ccc(Cl)c(C(F)(F)F)c1 (stereo unspecified)	8	-29%
COc1cccc2cc(C(=O)OCC(=O)c3ccccc3)c(=O)oc12	-1	22%
CC1CCCCC1NC(=S)NCc1ccncc1 (stereo unspecified)	0	-18%
O=C(c1ccc(S(=O)(=O)N2CCOCC2)cc1)N(Cc1ccco1)C1CCS(=O)(=O)C1 (stereo unspecified)	-6	-6%

Brought forward from above: 2 compounds; new compounds follow.
SMILES	LDHA block	12-LOX inh
CC1CCCCC1NC(=S)NCc1ccncc1 (stereo unspecified)	0	-18%
O=C(c1ccc(S(=O)(=O)N2CCOCC2)cc1)N(Cc1ccco1)C1CCS(=O)(=O)C1 (stereo unspecified)	-6	-6%
COc1ccc(/C=C/C(=O)NCc2ccc(C)cc2)cc1	13	1%
CCOC(=O)[C@]12CCC=C1N(CCC1=CCCCC1)C(=O)[C@H](CC(=O)NCc1cccc3ccccc13)C2	2	-14%
Cc1cc(C(=O)CSc2nnc(Nc3ccccc3F)s2)c(C)n1C	5	-16%
Cc1ccc(Cn2c(SCCO)nc3c2c(=O)[nH]c(=O)n3C)cc1	-4	?
Cc1ccc(Oc2nc3c(c(=O)n(C)c(=O)n3C)n2Cc2ccc(F)cc2)cc1C	-5	17%
COc1ccc(Oc2coc3cc(OC(=O)c4ccc(F)cc4)ccc3c2=O)cc1	-4	25%
CCOC(=O)C(NC(=O)c1ccccc1)C(=O)OCC	1	-7%
CC(=O)c1ccccc1NC(=O)COc1ccccc1C(N)=O	-11	3%
Cc1cc(C)n(-c2ccc(=O)n(CC(=O)Nc3ccc(C(C)(C)C)cc3)n2)n1	-6	?
COc1cc(OC)c(CC2C(=O)Nc3ccc(Br)cc32)c(OC)c1 (stereo unspecified)	25	-25%
COc1cccc(CNc2nc(NCc3cccc(OC)c3)n(S(=O)(=O)c3ccc(C)cc3)n2)c1	0	?
N#Cc1ccccc1OCc1ccc(C(=O)O)o1	3	-14%
O=C(OCC#CCSc1nnc(-c2cccc3ccccc23)o1)c1cc2ccccc2s1	-3	?
O=C1CCCC2=C1C(c1ccc(O)c(Br)c1)C1=C(CCCC1=O)O2	-4	2%
Cn1nc(C(=O)NCc2ccc(O)cc2)c2ccccc2c1=O	14	-25%
CCCNC(=O)c1[nH]cnc1C(=O)NC1CCCC1	10	1%
CCc1noc(C)c1C(=O)OC(C)C(=O)c1c[nH]c2ccccc12 (stereo unspecified)	1	-10%
CC(C)N1C(=O)c2ccccc2NC(=O)C1C(=O)NCc1cccs1 (stereo unspecified)	4	-11%
COCCNC(=O)C1C(=O)Nc2ccccc2C(=O)N1c1ccc2c(c1)OCCO2 (stereo unspecified)	7	-19%
Cc1cc(C(=O)N/N=C/c2cccs2)cs1	8	-11%
COc1ccc(N(C(=O)c2cccs2)C2C=CS(=O)(=O)C2)c(OC)c1 (stereo unspecified)	-1	-39%
COc1ccc(CCN2C(=O)CCC2(C)c2nnnn2-c2ccc3c(c2)OCCO3)cc1OC (stereo unspecified)	-5	?
COc1ccc(OC)c(C(C)NC(=O)CCc2c(C)c3ccc(OC)cc3oc2=O)c1 (stereo unspecified)	2	3%
COCCn1c(SCc2nc(-c3ccc(Br)cc3)no2)nc2ccsc2c1=O	5	4%
Nc1nc2c([N+](=O)[O-])cccc2[n+]([O-])n1	-20	-29%
CCN1CCN(c2ccc(NC(=O)c3cccc(C(F)(F)F)c3)cc2)CC1	11	?
O=C(/C=C/c1ccc(F)cc1)NCCCCc1ccccc1	-15	7%
COc1ccc(Cl)cc1NC(=O)[C@H]1C[C@H](C(C)C)N[C@]12C(=O)Nc1c(C)cc(Cl)cc12	1	?
CCCC(=O)N1CCN(c2oc(/C=C/c3cccc(OC)c3)nc2C#N)CC1	14	-7%
C/C=C/c1ccccc1OCc1ccc(C(=O)O)cc1	-1	-41%
Cc1nnc(N2C(=O)C(=O)/C(=C(/O)c3ccccc3)C2c2ccc(C(C)C)cc2)s1 (stereo unspecified)	9	?
COC(=O)c1ccc(NC(=O)c2ccc3nc(-n4cccc4)sc3c2)cc1	-3	-20%
O=C(NCCc1ccccc1)c1cc(Cl)ccn1	7	25%
Cc1cc(C2=NNC(=NC(C)(C)C)SC2)c(C)n1C1CC1	-2	?
COc1ccc(/C(C#N)=C/c2cc(Br)c(OCCOc3ccccc3)c(OC)c2)cc1OC	10	-17%
CCS(=O)(=O)N1Cc2cc(C(=O)NCCOC)nc(-c3cccc(-c4ccncc4)c3)c2[C@@H]1CCO	4	13%
CC(=O)c1cccc(NC(=O)CCc2c(C)c3ccc(O)cc3oc2=O)c1	-11	-2%
CC(C)NC(=O)Cn1ccc2cc(Cl)ccc21	7	1%
NS(=O)(=O)c1ccc(NC(=O)Cn2cnc3cc(Cl)ccc3c2=O)cc1	2	-16%
Cc1ccc(-n2ncc3c(NNC(=O)C4CCCCC4)ncnc32)cc1C	9	0%

Part of the list above, reformatted.
Values run as follows: LDHA block | 12-LOX inh
COc1ccc(/C(C#N)=C/c2cc(Br)c(OCCOc3ccccc3)c(OC)c2)cc1OC
    10 | -17%
CCS(=O)(=O)N1Cc2cc(C(=O)NCCOC)nc(-c3cccc(-c4ccncc4)c3)c2[C@@H]1CCO
    4 | 13%
CC(=O)c1cccc(NC(=O)CCc2c(C)c3ccc(O)cc3oc2=O)c1
    -11 | -2%
CC(C)NC(=O)Cn1ccc2cc(Cl)ccc21
    7 | 1%
NS(=O)(=O)c1ccc(NC(=O)Cn2cnc3cc(Cl)ccc3c2=O)cc1
    2 | -16%
Cc1ccc(-n2ncc3c(NNC(=O)C4CCCCC4)ncnc32)cc1C
    9 | 0%

The listing picks up with the four entries that preceded the break.
SMILES	LDHA block	12-LOX inh
CC(=O)c1cccc(NC(=O)CCc2c(C)c3ccc(O)cc3oc2=O)c1	-11	-2%
CC(C)NC(=O)Cn1ccc2cc(Cl)ccc21	7	1%
NS(=O)(=O)c1ccc(NC(=O)Cn2cnc3cc(Cl)ccc3c2=O)cc1	2	-16%
Cc1ccc(-n2ncc3c(NNC(=O)C4CCCCC4)ncnc32)cc1C	9	0%
COc1ccc(S(=O)(=O)[C@H]2CS(=O)(=O)C[C@@H]2N2CCN(c3ccc(F)cc3)CC2)cc1	7	-28%
COc1cc(/C=C(/C#N)c2ccccn2)cc(Cl)c1OC(F)F	0	-47%
COc1ccccc1NC(C)c1nnc(-c2cccs2)o1 (stereo unspecified)	0	23%
O=C(CN1CCN(c2ccccc2O)CC1)Nc1nc(-c2ccc(F)c(F)c2)cs1	-14	-44%
COc1ccccc1CN(C)CC(O)COc1c(C)ccc(C)c1C (stereo unspecified)	-8	-12%
Cc1cccc(CN2CCN(C(=O)c3n[nH]c(=O)c4ccccc34)CC2)c1	-5	-6%
Cc1c(CCC(=O)NCc2ccc3c(c2)OCO3)c(=O)oc2cc(O)ccc12	19	22%
Cc1ccc(S(=O)(=O)N2CCN(C(=O)CCc3ncc(-c4ccccc4F)o3)CC2)c(C)c1	7	?
COCc1ccccc1CNC(=O)c1ccc(C)s1	1	43%[activator]
COC(=O)c1ccc(COC(=O)c2ccc(C(C)=O)s2)cc1	-2	19%
O=C(COc1cc(Cl)cc(Cl)c1)NC1CC1	3	16%
COc1ccc(Cl)cc1NC(=O)COc1ccccc1OC	-12	10%
O=S(=O)(Cc1ccc(F)cc1Cl)c1ccc2ccccc2c1	14	?
Brc1ccc(-c2cc3n(c2)CCc2ccccc2-3)cc1	-5	-20%
CCOCCCNC(=O)c1ccoc1	0	?
Cc1ccc(C(=O)C(NC(=O)c2ccco2)Nc2cccc(C)c2)cc1 (stereo unspecified)	8	-11%
c1ccc(CCOCC2CCNCC2)cc1	1	-20%
Cc1cc(C)cc(CS(=O)(=O)Cc2ccccc2)c1	-1	-30%
Cc1nn(C)c(C)c1CNCc1cccnc1N1CCOCC1	-38*	?
O=C(Nc1ccc(OC(F)F)cc1)c1cc2ccccc2[nH]1	4	20%

3 entries from above, set out differently.
Compound: CCNC(=O)CN(CC)S(=O)(=O)c1cccc2cc(C)cnc12
  LDHA block: 1	12-LOX inh: 10%
Compound: CC1CCC2(CC1)NC(=O)N(Cc1coc(-c3cccs3)n1)C2=O (stereo unspecified)
  LDHA block: -10	12-LOX inh: 5%
Compound: COc1ccccc1CN(C)C(=O)NCc1ccccc1S(=O)(=O)N1CCCCC1
  LDHA block: -5	12-LOX inh: 40%[activator]

Additional results
SMILES	LDHA block	12-LOX inh
CC(C)NC(=O)NC(=O)CSc1nc(-c2ccco2)nc2ccccc12	-8	?
Cc1ccc(/C=N/NC(=O)Cc2cccc3ccccc23)s1	0	-18%
Cc1nc2cc(NC(C)C(=O)Nc3cccc(Cl)c3Cl)ccc2o1 (stereo unspecified)	-2	?
O=C(Nc1cccc(CN2CCOC2=O)c1)N1CCN(c2ccccc2)CC1	-1	?
O=c1c2ccccc2c(-c2nnc(SCCO)o2)nn1Cc1ccccc1	2	14%
O=c1cc(-c2ccccc2)c2ccc(OC/C=C/c3ccccc3)cc2o1	-2	?
CCC(=O)OC1=C(C(C)=O)N(C)S(=O)(=O)c2ccccc21	-16	?
CC1=C(C(=O)N2CCOCC2)C(c2ccc(F)cc2)C2=C(CCCC2=O)N1 (stereo unspecified)	0	-8%

High-throughput results from PubChem.
